# N370S GC mod = qHTS Assay for Inhibitors and Activators of N370S glucocerebrosidase as a Potential Chaperone Treatment of Gaucher Disease; N370S GC spleen homogenate, 4MU-glucoside fluorescence; 330,000 tested, 0.092% active; AID 2101, 2009; Potency, µM (series often up to 59.4 µM), without a hit: top-dose activity change, negative = inhibition, hits mostly inhibitors;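 also: 0% = full enzyme activity and -100% = no enzyme basal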
# TDP1 cell CPT = qHTS for Inhibitors of human tyrosyl-DNA phosphodiesterase 1 (TDP1): qHTS in cells in presence of CPT | chicken DT40 Tdp1-/-;hTDP1 cells + 20 nM CPT, ATP luminescence, 48 h | 420,000 tested, 12% active | Potency, µM (top dose mostly 46.2 µM), for inactives: top-dose activity change, negative = growth inhibition, usual class: inhibitors | AID 686979, 2013; also: nearly all actives have a fitted effect of over 55% in size
#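 Chicken DT40 Tdp1-/- cells complemented with human TDP1, 400 cells/well, exposed to compounds plus 20 nM camptothecin for at least 48 h at 37 C; viability read as ATP content by CellTiter-Glo luminescence.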
# FEN1 inh = qHTS Assay for the Inhibitors of Human Flap endonuclease 1 (FEN1); P39748; Recombinant FEN1 flap cleavage, fluorescence, 15 min; Potency, µM (doses to about 114 µM), for the others: at the top dose activity change, negative = inhibition, actives largely listed as inhibitors; 390,000 tested, 0.35% active; also: nearly all actives have a fitted effect of over 65% in size
# Target sequence (P39748 whole entry, looked up): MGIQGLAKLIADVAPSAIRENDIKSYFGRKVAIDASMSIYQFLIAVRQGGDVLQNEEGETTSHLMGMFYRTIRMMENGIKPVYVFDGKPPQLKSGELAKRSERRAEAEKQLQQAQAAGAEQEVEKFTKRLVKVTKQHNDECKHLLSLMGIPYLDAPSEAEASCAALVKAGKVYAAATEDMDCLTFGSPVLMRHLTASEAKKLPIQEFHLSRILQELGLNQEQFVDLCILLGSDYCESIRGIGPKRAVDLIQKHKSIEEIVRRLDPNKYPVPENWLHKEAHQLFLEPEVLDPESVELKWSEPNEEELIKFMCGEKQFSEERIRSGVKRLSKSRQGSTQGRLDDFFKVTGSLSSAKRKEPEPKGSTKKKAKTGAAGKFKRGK
#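 Potency values derive from four-parameter Hill fits of normalized qHTS data. The reaction used 10 nM FEN1 preincubated 15 min at room temperature with compound, then 50 nM DNA substrate, read at 0 and 15 min.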
# Starred values were filed as active, the others as inactive; ? = inconclusive; . = no result given; & = joins results of further samples; [ ] = remark or other dose. Calls follow the shape of the dose curve; as a rule, active = well fitted curve in the direction sought with a large enough effect; inconclusive = small, poorly fitted or top-dose-only effect, or another doubt; inactive = no such curve, though single readings can be large; an effect the other way counts as inactive or inconclusive. Unless noted, % is scaled to controls: 0 for no effect and ±100 for the full control effect; potency is read from the fitted curve at half-maximal effect. Some of the compounds tested; the hit share may differ from the screen's.
SMILES,N370S GC mod,TDP1 cell CPT,FEN1 inh
CC1CCc2cc(F)ccc2N1S(=O)(=O)c1ccc(F)cc1 (configuration not stated),5%,-3%,-10%
CCN1CCN(c2ccc(S(=O)(=O)N3CCCC3)cn2)CC1,1%,0%,0%
CN(C(=O)c1cccnc1)c1nnc(-c2ccccn2)s1,17%,17%,-2%
CCC(=O)NCCCCCCCCCNC(=O)CC,-2%,-3%,-7%
COc1ccccc1-c1cc(C(=O)NCCN2CCOCC2)no1,-1%,-20%,7%
CCOc1cc(C(=O)NC)cc(Br)c1OC,-1%,20%,-4%
COCC(=O)N(C)c1nnc(-c2ccccn2)s1,5%,5%,6%
C[n+]1c2n(c3ccccc31)N=C(c1ccc(-c3ccccc3)cc1)CS2,-23%,0.58µM*,?
COCCNS(=O)(=O)c1ccc(OCC(=O)OC)c(Cl)c1,-4%,-18%,8%
CN(C)S(=O)(=O)c1ccc(N2CCCC2)c(C(=O)N2CCN(S(=O)(=O)c3cccc(F)c3)CC2)c1,0%,-8%,-15%
CCOc1ccc(CC(=O)NCC(c2cccs2)S(=O)(=O)c2ccc(F)c(C)c2)cc1 (configuration not stated),.,0%,7%
Cc1cc(NC(=O)C2CCCCC2C(=O)O)no1 (configuration not stated),1%,-4%,9%
CSc1ncccc1C(=O)OCC(=O)NC12CC3CC(CC(C3)C1)C2,.,?,1%
CCc1ccc(CNC(=O)C2CCN(c3nc4ccccc4nc3C(F)(F)F)CC2)cc1,.,-15%,-2%
Cn1c(=O)c2c(nc(CN3CCN(c4ccccc4F)CC3)n2Cc2ccc(F)cc2)n(C)c1=O,.,10µM*,-19%
Cc1ccsc1CCN1C(=O)N(c2ccccc2)C(=O)C1CC(=O)Nc1ccc(Cl)cc1 (configuration not stated),.,26µM*,-3%
CCOC(=O)C1=C(C)C(c2cccc(Oc3ccccc3)c2)NC(=S)N1 (configuration not stated),-7%,?,-11%
O=C(NCCCN1CCOCC1)/C(=C/c1ccc(F)cc1)NC(=O)c1ccccc1,-2%,3%,-1%
CN(C)c1nccc(NCc2ccccc2)c1C#N,-5%,-1%,2%
O=C(NCC(=O)N1CCN(c2ncccn2)CC1)c1cccs1,5%,-2%,0%

# An excerpt of the results above, as a working copy:
SMILES,N370S GC mod,TDP1 cell CPT,FEN1 inh
CCN1CCN(c2ccc(S(=O)(=O)N3CCCC3)cn2)CC1,1%,0%,0%
CN(C(=O)c1cccnc1)c1nnc(-c2ccccn2)s1,17%,17%,-2%
CCC(=O)NCCCCCCCCCNC(=O)CC,-2%,-3%,-7%
COc1ccccc1-c1cc(C(=O)NCCN2CCOCC2)no1,-1%,-20%,7%
CCOc1cc(C(=O)NC)cc(Br)c1OC,-1%,20%,-4%
COCC(=O)N(C)c1nnc(-c2ccccn2)s1,5%,5%,6%
C[n+]1c2n(c3ccccc31)N=C(c1ccc(-c3ccccc3)cc1)CS2,-23%,0.58µM*,?
COCCNS(=O)(=O)c1ccc(OCC(=O)OC)c(Cl)c1,-4%,-18%,8%
CN(C)S(=O)(=O)c1ccc(N2CCCC2)c(C(=O)N2CCN(S(=O)(=O)c3cccc(F)c3)CC2)c1,0%,-8%,-15%
CCOc1ccc(CC(=O)NCC(c2cccs2)S(=O)(=O)c2ccc(F)c(C)c2)cc1 (configuration not stated),.,0%,7%
Cc1cc(NC(=O)C2CCCCC2C(=O)O)no1 (configuration not stated),1%,-4%,9%
CSc1ncccc1C(=O)OCC(=O)NC12CC3CC(CC(C3)C1)C2,.,?,1%
CCc1ccc(CNC(=O)C2CCN(c3nc4ccccc4nc3C(F)(F)F)CC2)cc1,.,-15%,-2%
Cn1c(=O)c2c(nc(CN3CCN(c4ccccc4F)CC3)n2Cc2ccc(F)cc2)n(C)c1=O,.,10µM*,-19%
Cc1ccsc1CCN1C(=O)N(c2ccccc2)C(=O)C1CC(=O)Nc1ccc(Cl)cc1 (configuration not stated),.,26µM*,-3%
CCOC(=O)C1=C(C)C(c2cccc(Oc3ccccc3)c2)NC(=S)N1 (configuration not stated),-7%,?,-11%
O=C(NCCCN1CCOCC1)/C(=C/c1ccc(F)cc1)NC(=O)c1ccccc1,-2%,3%,-1%
CN(C)c1nccc(NCc2ccccc2)c1C#N,-5%,-1%,2%

# Later entries
SMILES,N370S GC mod,TDP1 cell CPT,FEN1 inh
CCOC(=O)C1CCCN(C(=O)c2ccc(NC(=O)CC3SC(N4CCCC4)=NC3=O)cc2)C1 (configuration not stated),-4%,-8%,-3%
O=C(N/N=C/c1ccco1)c1cc2ccccc2o1,-12%,-10%,16%
O=C1CSC(=NC2CCCCC2)N1,6%,23µM*,-3%
C#C[C@]1(O)CC[C@H]2[C@@H]3CCc4cc(OC5CCCC5)ccc4[C@H]3CC[C@@]21C,11%,13µM*,?
O=C(c1ccc(Cl)cc1)N1CCC(N2CCC(C(=O)N3CCOCC3)CC2)CC1,0%,-10%,4%
COc1cccc(N(CC(=O)O)S(=O)(=O)c2ccccc2)c1,4%,5%,7%
O=C(NC1CCCC1)C1CC(O)CN1C(=O)Nc1ccccc1 (configuration not stated),-3%,-8%,12%
Cc1ccc(CNC(=O)C2CCC(CNS(=O)(=O)c3cccs3)CC2)cc1 (configuration not stated),-4%,-10%,-3%
O=C(CCc1ccc(Oc2cc([N+](=O)[O-])cc([N+](=O)[O-])c2)cc1)Nc1cccc(Cl)c1,6%,?,-5%
COc1cccc(-c2csc(NC3OC(=O)c4c3ccc(OC)c4OC)n2)c1 (configuration not stated),-8%,?,-1%
COc1ccc(NC(=O)C(c2ccc(Cl)cc2)C(C)C)cn1 (configuration not stated),-6%,-25%,-16%
COc1ccccc1N1CCN(C(=O)c2oc3ccc(F)cc3c2C)CC1,-27%,21µM*,6%
CCOC(=O)NC(=O)CSc1nc2ccc([N+](=O)[O-])cc2[nH]1,-4%,5%,-4%
COc1ccc(-n2nc([N+](=O)[O-])c(=NCCc3ccc(Cl)cc3)n2O)cc1,26%,?,1%
COc1cccc2cc(-c3cc(=O)oc4ccc(OCC(C)=O)cc34)oc12,-4%,?,-4%
CCOC(=O)c1c(NC(=O)C2CCCCC2C(=O)O)sc2c1CCCCC2 (configuration not stated),-17%,0%,-6%
Nc1ccccc1C#CCCCCO,4%&-12%,9%,-9%
COc1ccc(CNC(=O)Cn2c(=O)nc(-c3ccccc3)c3cc(Cl)ccc32)cc1OC,.,?,-1%
O=C(CNC(=O)N1CC(=O)Nc2ccccc21)NCCc1ccc(Cl)cc1,11%,19%,1%
Cc1cscn1,-6%,-21%,45%[activator]
CNC(=O)C1CCC(Cn2c(=O)c3sccc3n(CC(=O)NCc3cccc(OC)c3)c2=O)CC1 (configuration not stated),.,-6%,17%
Cc1c(C(=O)Nc2ccc(F)cc2)c2ccccn2c1CCc1ccncc1,8%,?,-7%
COc1ccccc1N1C(=O)C(Cl)=C(N2CCCC2)C1=O,3%,-2%,-1%
O=C(Cc1ccccc1)NNC(=S)NC(=O)c1cccnc1,1%,-26%,-3%
CCN(c1ccccc1)S(=O)(=O)c1ccc(Cl)c(NC(=O)CN(C)C2CCN(C)CC2)c1,0%,?,-3%
CCCC(=O)Nc1ccc2c(c1)nc(CCNC(=O)c1ccccc1)n2C,0%,?,-6%
O=C(NCCN=C1NS(=O)(=O)c2ccccc21)c1ccncc1,5%,-19%,-11%
O=C1OCCC1Sc1nc2cc(Cl)ccc2s1 (configuration not stated),5%,-2%,-1%
CCCn1ncc(CN2CCC(Cc3cccc(F)c3)(C(=O)OCC)CC2)c1C,2%,4%,-2%
O=C(CSc1nnc(Cn2c(=O)sc3ccccc32)n1-c1ccccc1)NCC1CCCO1 (configuration not stated),-5%,?,6%
O=C(CNC(=O)Cn1ccc2ccccc2c1=O)NCCCN1CCN(c2cccc(Cl)c2)CC1,-4%,?,-2%
Cc1onc(-c2ccccc2)c1C(=O)N(C)CCc1ccccn1,-5%,-2%,0%
COc1cc(C(CC(=O)NCc2ccc(F)cc2)N2Cc3ccccc3C2=O)cc(OC)c1OC (configuration not stated),.,?,-7%
CC(NC(=O)CCCCCN1C(=O)c2ccccc2C1=O)c1ccc2c(c1)CCCC2 (configuration not stated),13%,-27%,-11%
O=Cc1c[nH]c2cccc(OCc3ccccc3)c12,-6%,?,-2%
CN(CC(O)COc1ccccc1F)C1CCCCC1 (configuration not stated),-11%,0%,-6%
CCOC(=O)c1sc(=S)n(-c2cccc(OC)c2)c1N,6%,35µM*,-19%
CCCN1C(=O)c2[nH]nc(-c3ccccc3O)c2C1c1ccc(OCc2ccccc2)c(OCC)c1 (configuration not stated),.,23µM*,-8%
Cc1cccc(NC(=S)NCCN2CCOCC2)c1,19%,-5%,-9%
N#Cc1c(NC(=O)C2CC(c3ccccc3Cl)=NO2)sc2c1CCC2 (configuration not stated),25%,4%,-7%
O=C(c1ccco1)N1CCC2(CC1)CCN(c1ncccn1)CC2,4%,-26%,.
CCN(C(=O)COn1nnc2ccc(S(=O)(=O)N(C)C)cc21)C1CCS(=O)(=O)C1 (configuration not stated),.,2%,5%
COc1ccc(Nc2nc(Nc3ccc(OC)cc3OC)nc(N3CCOCC3)n2)c(OC)c1,.,15µM*,-13%
COc1ccc(C2C(=O)N(C3CCCCC3)CC(=O)N2Cc2ccccc2Cl)cc1OC (configuration not stated),.,?,13%
COc1cccc(C2C3=C(CC(C)(C)CC3=O)Nc3n[nH]c(C)c32)c1 (configuration not stated),-3%,7%,-4%
C=CCn1c(SCC(=O)Nc2ccc(-c3nc4ccc(C)cc4s3)cc2)nnc1-c1ccncc1,18%,-6%,4%
COc1ccc(-c2cn3c(n2)sc2cc(C(=O)NC4CCCc5ccccc54)ccc23)cc1 (configuration not stated),.,8.2µM*,-1%
CCOC(=O)c1c(-c2ccccc2)csc1NC(=O)c1cc(-c2ccc(Cl)cc2)on1,.,-9%,1%
Cc1cc2nn(-c3ccccc3)nc2cc1NC(=O)c1cccc2c(Cl)cccc12,.,?,-9%
NC(Cc1cccc(-c2ccccc2CP(=O)(O)O)c1)C(=O)O (configuration not stated),1%,.,?
# The results go on:
SMILES,N370S GC mod,TDP1 cell CPT,FEN1 inh
CN(c1ccccc1)S(=O)(=O)c1cccc(NC(=O)CCNC(=O)c2ccc(Cl)cc2)c1,.,23µM*,-5%
Cc1noc(C)c1C(=O)N1CCN(c2ccc(OCc3ccccc3)cc2)CC1,-5%,15µM*,-17%
CCOC(=O)C1(C)C=C(Nc2cccc(C(=O)O)c2)C(=O)N1c1cccc(C(=O)O)c1 (configuration not stated),.,5%,-3%
CC(C)Nc1nc(-c2ccncc2)nc(-c2ccc(Cl)cc2)c1C#N,15%,8%,-8%
CC1=NN(c2nc(-c3ccc(C)cc3)cs2)C(=O)C1N=Nc1ccc(C(N)=O)cc1 (configuration not stated),-2%,4.6µM*,-14%
COc1ccc(N2CCC(CNC(=O)Nc3cccc(OC)c3)C2)cc1 (configuration not stated),-7%,?,-16%
COc1cc(CN(C)C(=O)C2CCN(S(=O)(=O)c3cccs3)CC2)ccc1OC(F)F,.,?,-16%
CC#CC[N+](C)(C)CC(=O)c1ccccc1,2%,7%,20%
CCN(c1ccccc1)C(CNS(=O)(=O)c1ccccc1)c1ccccc1 (configuration not stated),.,18µM*,-8%
COCCN(C(=O)CSc1ccc2c(c1)OCCO2)c1c(N)n(CC(C)C)c(=O)[nH]c1=O,.,9%,-11%
O=C1C(C2=NC(c3ccccn3)C3C(=O)N(c4ccccc4)C(=O)C23)=C(O)c2ccccc21 (configuration not stated),-6%,-10%,-5%
Cc1ccc(-n2c(=O)c3c(cnn3C)n(Cc3ccc(Cl)cc3)c2=O)cc1,.,-10%,7%
COc1ccc(NC(=O)CSc2nccn2Cc2ccco2)c(OC)c1,-8%,-23%&-1%,-1%&13%
CN(C)C(CNC(=O)CCNC(=O)c1ccc(Cl)cc1)c1ccco1 (configuration not stated),-3%,-18%,4%
Cc1ccccc1CC1(CO)CCCN(C(=O)c2cc(Cl)ccc2F)C1 (configuration not stated),?,?,-10%
Cc1cccc(-c2noc(C(C)NC(=O)c3ccco3)n2)c1 (configuration not stated),2%,2%,-9%
CC1CCCC(NC(=O)CSc2nncs2)C1C (configuration not stated),.,0%,0%

# Screens (PubChem BioAssay)
